Bioassay records: PubChem BioAssay, National Center for Advancing Translational Sciences (NCATS)
TRHR PAM – qHTS for Small Molecule Agonists and Allosteric Enhancers of Human TRH Receptor: Primary Screen for Enhancers | TRHR cells, fluo-8 calcium fluorescence, EC20 TRH enhancement | hit rate 0.66% among 360,000 | enhancement, % at 2 µM | AID 493056, 2011; in the data active means enhancement above about 30%; further: 0% is about no effect
Target sequence (P34981 whole entry, looked up): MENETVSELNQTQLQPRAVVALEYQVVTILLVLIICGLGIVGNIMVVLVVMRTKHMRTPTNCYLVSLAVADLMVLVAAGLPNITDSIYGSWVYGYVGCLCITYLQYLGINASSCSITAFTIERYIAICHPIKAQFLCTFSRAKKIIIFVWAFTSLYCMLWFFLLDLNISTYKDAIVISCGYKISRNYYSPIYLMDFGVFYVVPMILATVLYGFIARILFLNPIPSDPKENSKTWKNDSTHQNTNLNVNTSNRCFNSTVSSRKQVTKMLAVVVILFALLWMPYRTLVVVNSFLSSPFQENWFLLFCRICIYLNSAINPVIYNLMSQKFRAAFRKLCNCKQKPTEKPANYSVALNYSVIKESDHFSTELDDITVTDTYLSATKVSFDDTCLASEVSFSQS
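Enhancer read-out: after compound pinning and an initial kinetic agonist-mode read, an EC20 of TRH (10 nM final) was injected and fluo-8 calcium signal (Ex 480/Em 530) followed at 1 s/cycle for 100 cycles in TRHR-expressing cells.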
D1 ag – Allosteric Agonists of the Human D1 Dopamine Receptor: qHTS; hit rate 1% among 360,000; D(1A) dopamine receptor (Homo sapiens), P21728; activation, % at 2 µM; HEK293 T-REx D1 cells, calcium flux, agonist mode; further: 0% is about no effect
Target sequence (P21728 whole entry, looked up): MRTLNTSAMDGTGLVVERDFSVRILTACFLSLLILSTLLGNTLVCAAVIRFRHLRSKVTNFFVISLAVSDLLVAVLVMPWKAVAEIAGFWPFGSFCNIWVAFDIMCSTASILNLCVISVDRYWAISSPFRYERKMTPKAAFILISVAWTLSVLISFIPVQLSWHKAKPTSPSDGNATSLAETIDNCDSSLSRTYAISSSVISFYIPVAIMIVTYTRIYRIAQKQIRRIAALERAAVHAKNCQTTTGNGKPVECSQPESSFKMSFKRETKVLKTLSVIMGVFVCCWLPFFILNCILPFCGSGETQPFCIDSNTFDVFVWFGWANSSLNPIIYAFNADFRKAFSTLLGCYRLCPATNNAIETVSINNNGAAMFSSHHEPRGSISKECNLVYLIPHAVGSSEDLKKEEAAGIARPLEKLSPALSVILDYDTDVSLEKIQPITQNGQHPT
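Inducible HEK293 T-REx D1 cells, force-coupled to calcium signalling, were plated at 4000 cells/well with tetracycline and held overnight at 30 C. After no-wash calcium dye loading, compound-evoked calcium rise over 180 s flagged agonists.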
D1 PAM – Potentiators of Human D1 Dopamine Receptor: qHTS | HEK293 TREx D1 cells, calcium flux, dopamine EC20 potentiation | potentiation, % at 10 µM | hit rate 0.036% among 360,000; in the data active means potentiation above about 30%; further: 0% is about no effect
D1 antag – Antagonist of Human D 1 Dopamine Receptor: qHTS; D(1A) dopamine receptor (Homo sapiens), P21728; HEK293 TREx D1 cells, calcium flux, dopamine EC80; active compounds read low; activity change, negative = inhibition, % at 10 µM; hit rate 3.2% among 360,000; AID 504652, 2011; in the data active means activity change below about -30%; further: on the % scale 0 is the no-effect control and ±100 the full control effect
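Calcium flux readout: force-coupled, inducible Hek293 Trex D1 line, cells induced overnight at 30 C with tetracycline, dye-loaded 30–90 min at RT. Antagonism scored against EC80 dopamine challenge given 180 s after compound.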
RXFP1 antagonist – qHTS Assay for Antagonists of the Relaxin Receptor RXFP1; Relaxin receptor 1 (Homo sapiens), Q9HBX9; HEK293-RXFP1, relaxin-stimulated cAMP HTRF, 30 min; active compounds read low; activity change, negative = inhibition, % at 57.5 µM; hit rate 0.59% among 350,000; AID 1259400, 2018;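 active means activity change of -60% or lower, but not beyond a set lower limit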; further: on the % scale 0 is the no-effect control and ±100 the full control effect
TRHR ag – qHTS for Small Molecule Agonists and Allosteric Enhancers of Human TRH Receptor: Primary Screen for Agonists; activation, % at 2 µM; hit rate 0.18% among 360,000; TRHR cells, calcium flux fluo-8, FDSS agonist mode; further: 0% is about no effect
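Read-out: compound-evoked intracellular calcium rise in TRHR cells, fluo-8 dye, kinetic FDSS fluorescence at 1 s/cycle following a 10-cycle baseline. Cells cultured overnight before dye loading (30 min–1.5 h, RT).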
D2 antagonist – HTS Assay for Allosteric Antagonists of the Human D2 Dopamine Receptor: Primary Screen for Antagonists | hit rate 2% among 340,000 | HEK293 TREx D2 cells, calcium flux, dopamine EC80 | D(2) dopamine receptor (Homo sapiens), P14416 | inhibition, % at 10 µM; in the data active means inhibition above about 30%; further: 0% is about no effect
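In this primary screen, negative modulation is detected by tracking calcium flux after an EC80 dopamine challenge in inducible HEK293 T-REx D2 cells preexposed to test compound for 180 s.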
D2 agonist – HTS Assay for Allosteric Agonists of the Human D2 Dopamine Receptor: Primary Screen for Agonists | D(2) dopamine receptor (Homo sapiens), P14416 | HEK293 T-REx D2 cells, calcium flux agonist mode | activation, % at 2 µM | hit rate 0.53% among 340,000;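 active means activation over 3 SD above normal in the single-dose calcium agonist read, cut at about 30% in these data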; further: 0% is about no effect
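Agonism scored from kinetic calcium signal (1 read/sec, 180 s) following compound pin transfer, after a 10 s baseline. Cells: HEK293 Trex line expressing inducible D2 receptor coupled to calcium, dye-loaded after overnight culture at 30 C.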
D2 PAM – HTS Assay for Positive Allosteric Modulators of the Human D2 Dopamine Receptor: Primary Screen for Potentiators | D(2) dopamine receptor (Homo sapiens), P14416 | HEK293 T-REx D2, calcium flux, EC20 dopamine potentiation | potentiation, % at 10 µM | hit rate 0.34% among 340,000;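 active means potentiation over 3 SD above the plate norm, cut at about 30% in these data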; further: 0% is about no effect
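Tetracycline-induced Hek293 Trex D2 cells, force-coupled to calcium, loaded with no-wash calcium dye. Compound added with 180 s kinetic read for agonism, then EC20 dopamine and a further 180 s read for potentiation.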
Starred values were filed as active, the others as inactive; . = no result given; & = joins results of further samples. Unless noted, no stated cut-off is given here; in the data, active means activation above about 30%; inactive means the rest.

SMILES	TRHR PAM	D1 ag	D1 PAM	D1 antag	RXFP1 antagonist	TRHR ag	D2 antagonist	D2 agonist	D2 PAM
Cc1ccccc1C(=O)NC(CC(C)C)C(=O)N1CCN(c2ccccc2)CC1 (configuration not stated)	5	1	-1	9	-15	-0.7	-3	0.1	31*
O=C(Nc1nc2ccc(F)cc2s1)c1cccc(S(=O)(=O)N2CCc3ccccc32)c1	4	0	-2	-4	5	0.0	-10	0.2	-2
CC(C)C(=O)c1cc2c(cc1NC(=O)Nc1cccc3ccccc13)OCCO2	-2	5	5	-9	.	-0.1	11	0.8	-1
CCn1cnc2sc(C(=O)N3CCN(Cc4ccc5c(c4)OCO5)CC3)c(C)c2c1=O	-10	1	3	-7	.	-0.4	-5	33*	-14
COc1ccc(-n2ncc(C(=O)NCCN3CCOCC3)c2C2CCN(C(=O)OC(C)(C)C)CC2)cc1	-6	1	2	18	-3	-0.7	.	1.1	3
Cn1cccc1C(=O)NC(=O)COC(=O)c1cc(S(=O)(=O)N2CCCCC2)ccc1Cl	-3	2	-3	8	-6	-0.4	-8	-0.3	-15
CCCNC(=O)c1ccc2c(=O)c(O)c(-c3cccc(Br)c3)[nH]c2c1	5	6	-8	-36*	.	-0.5	5	-0.3	-15
O=C(CNS(=O)(=O)c1ccccc1)Nc1ccccc1Br	3	3	-5	-10	-4	-0.7	-9	-0.2	-1
O=C(CN1CCN(Cc2ccccc2Cl)CC1)N/N=C/C=C/c1ccccc1[N+](=O)[O-]	0	12	0	6	-19	-0.2	2	0.4	3
COC(=O)[C@@H]1C[C@H]2CC[C@H](O)C[C@H]2N1Cc1ccc(Cl)cc1	1	1	-2	-13	.	-1.0	18	-0.5	-6
COc1ccc(Br)cc1/C=N/n1c(COc2ccccc2)n[nH]c1=S	-2	2	12	0	7	0.1	6	1.1	8
COc1ccccc1Oc1nc(-c2cccnc2)nc2ccccc12	-1	0	3	29	0	0.2	20	-1.0	2
O=C(CSc1cn[nH]n1)Nc1cccc(C(F)(F)F)c1	3	2	-3	-14	-35	0.1	9	6.1	.
CCOc1ccc(NC(=O)NCCCSC2CCCCC2)cc1	4	6	-3	-4	-17	-0.5	-9	3.0	8
COn1c(-c2ccc(Cl)cc2Cl)nc2ncccc21	31*	1	-3	-3	-10	-0.4	10	0.7	1
Cc1cc(C)c2oc(C(=O)Nc3ccc(S(=O)(=O)N(C)c4ccccc4)cc3)cc(=O)c2c1	0	0	2	-2	-2	0.4	.	0.4	-3
Cc1ccc(N(CC2CO2)S(=O)(=O)c2ccc([N+](=O)[O-])cc2)cc1 (configuration not stated)	6	2	3	1	-5	-1.0	-3	-0.2	9
COC(=O)c1cc(C#N)c(SCc2ccccc2)nc1C	2	6	-6	-2	-10	0.7	-10	-0.5	5
COC(=O)[C@@H]1Cc2c([nH]c3ccccc23)C(C)(C)N1C(=O)CCl	-8	6	-1	-2	-3	-0.9	8	-0.9	-5
COc1ccc(-c2nc3ccccc3o2)cc1NC(=O)c1cc(Br)ccc1OC	3	0	1	-21	.	-0.8	.	-1.0	0
Cc1cccc(CSc2nc3ccccc3c(=O)n2C)c1	-1	17	2	-17	-13	1.3	35*	-0.4	-9
CCc1ccccc1N(C)C(=O)Cn1cnc2sc(C)c(S(=O)(=O)N3CCC(C)CC3)c2c1=O	3	0	1	-4	-10	0.0	.	0.9	22
c1ccc(CN2CCN(c3ncccn3)CC2)nc1	2	1	5	8	.	-0.1	37*	48*	-22
Cc1noc(C)c1C(=O)Nc1cc(S(=O)(=O)N2CCCCC2)ccc1N(C)C	0	2	-2	1	4	-0.4	-25	-2.7	-7
O=C(O)c1cccc(S(=O)(=O)NCc2cccs2)c1	1	3	5	0	0	0.1	-15	1.0	18
CCOC(=O)Cc1nnc(NC(=O)c2ncn[nH]2)s1	0	6	-2	21	-7	0.5	8	-0.1	-3
Cn1c(=O)[nH]c(NC2CCCCC2)c([N+](=O)[O-])c1=O	8	5	-3	2	.	-0.5	14	0.1	-1
COc1ccc(CN(CC(=O)NCc2ccc(F)cc2)C(=O)CCC(=O)Nc2ccccn2)cc1	10	1	-5	-1	-2	-0.3	-1	-0.1	-2
COc1cc(C(C)=O)ccc1Oc1ncnc2c1cnn2-c1ccc(F)cc1	7	2	-10	-3	-5	-1.8	4	-1.6	-8
CSc1ccc(CN(C)CC(=O)Nc2c(F)cccc2F)cc1	-3	3	-4	-27	-6	-0.5	-10	1.4	-9
CCOC(=O)c1ccc(N2Cc3ccccc3C2=NC(=O)c2ccncc2)cc1	-2	2	-1	3	1	-0.2	-3	0.5	-4
O=C(CSc1nc(-c2ccc(F)cc2)nc2c1Cc1ccccc1O2)Nc1cccc(C(=O)O)c1	-4&-8	4&3	-5&-2	-4&-1	-15&-8	0.6&0.5	-21	2.0&19	5&-29
CCOc1c(C(N)=O)cc([N+](=O)[O-])cc1[N+](=O)[O-]	2	4	2	1	1	-0.4	0	0.1	1
CC(C)C(NC(=O)c1ccccc1NC(=O)c1ccccc1)C(=O)NNC(=O)c1ccncc1 (configuration not stated)	3	7	1	-16	14	-0.3	.	.	.
C/C(=N\NC(=O)c1c[nH]c2ccccc12)c1ccc(C)o1	2	0	-5	-66*	-10	0.5	-24	0.9	1
CCOC(=O)C1(CC2CC2)CCN(Cc2cn[nH]c2-c2ccccc2)CC1	-7	3	-4	7	5	2.2	10	0.3	-3

Shown as a hit in D1 antag (from the list above):
Structure	TRHR PAM	D1 ag	D1 PAM	D1 antag	RXFP1 antagonist	TRHR ag	D2 antagonist	D2 PAM
CCCNC(=O)c1ccc2c(=O)c(O)c(-c3cccc(Br)c3)[nH]c2c1	5	6	-8	-36*	.	-0.5	5	-15
C/C(=N\NC(=O)c1c[nH]c2ccccc12)c1ccc(C)o1	2	0	-5	-66*	-10	0.5	-24	1

(cont.)
SMILES	TRHR PAM	D1 ag	D1 PAM	D1 antag	RXFP1 antagonist	TRHR ag	D2 antagonist	D2 agonist	D2 PAM
C=CCNC(=O)/C(C#N)=C/c1cn(-c2ccccc2)nc1-c1cccs1	4	6	-6	7	.	0.1	5	-0.3	-3
O=C(CCN1C(=O)c2ccccc2C1=O)NCCC1=CCCCC1	-4	3	0	13	0	-0.6	15	-0.2	4
O=C(NCc1ccc2c(c1)CCN2C(=O)c1ccccc1)Nc1cccc(C(F)(F)F)c1	-5	2	-3	-43*	-10	0.3	.	-0.1	.
O=C1NCCN1Cc1ccccc1F	10	1	-9	-16	-1	0.4	-8	2.0	-4
COC(=O)c1cc(Oc2ccc(S(=O)(=O)N3CCOCC3)cc2[N+](=O)[O-])cc(C(=O)OC)c1	1	2	1	-39*	3	0.4	.	.	.
Cc1ccc(C)c(N(CC(=O)Nc2cc(Cl)ccc2Oc2ccccc2)S(C)(=O)=O)c1	-3	1	-1	4	-9	0.6	.	.	.
COc1ccc(CCNC(=O)CCc2c(C)c3ccc(O)c(C)c3oc2=O)cc1	-4	3	-1	-18	-1	-0.7	.	-1.2	9
NC(=O)c1ccccc1NS(=O)(=O)c1cccs1	7	2	-7	-16	3	0.1	-7	0.2	-6
O=C(CNC(=O)C1COc2ccccc2O1)N/N=C/c1ccc([N+](=O)[O-])cc1 (configuration not stated)	-3	-3	3	0	-5	0.4	-9	1.4	4
Cc1ccc(CONS(=O)(=O)c2cc(C)ccc2C)cc1	3	1	-9	0	1	-0.4	.	.	.
COc1ccc(CCN(C)C(=O)CNC(=O)c2ccccc2F)cc1OC	2	4	-4	-1	7	-0.1	1	0.5	1
O=C(Oc1ccc2c(c1)OCO2)c1ccc(F)cc1Cl	2	6	-2	-10	-15	-0.9	-3	-0.3	13

Reprinted at random: 3 entries already listed
SMILES	TRHR PAM	D1 ag	D1 PAM	D1 antag	RXFP1 antagonist	TRHR ag	D2 antagonist	D2 agonist	D2 PAM
COC(=O)c1cc(Oc2ccc(S(=O)(=O)N3CCOCC3)cc2[N+](=O)[O-])cc(C(=O)OC)c1	1	2	1	-39*	3	0.4	.	.	.
O=C(NCc1ccc2c(c1)CCN2C(=O)c1ccccc1)Nc1cccc(C(F)(F)F)c1	-5	2	-3	-43*	-10	0.3	.	-0.1	.
COc1ccc(CCNC(=O)CCc2c(C)c3ccc(O)c(C)c3oc2=O)cc1	-4	3	-1	-18	-1	-0.7	.	-1.2	9

Further entries:
SMILES	TRHR PAM	D1 ag	D1 PAM	D1 antag	RXFP1 antagonist	TRHR ag	D2 antagonist	D2 agonist	D2 PAM
CCOc1ccc(C(=O)Nc2nnc(S(=O)(=O)N3CCCCC3)s2)cc1	-7	3	-3	-3	6	1.0	2	0.1	-1
O=C(O)CCS(=O)(=O)c1cc(Br)cc2c1N(C(=O)C1CC1)CC2	5	4	3	2	1	0.0	0	-0.8	2
Cc1ccc(NC(=O)Cc2ccc([N+](=O)[O-])cc2)c(Br)c1	-4	16	-3	-45*	.	-2.1	-13	-1.6	-4
CC(C)CCN(Cc1ccco1)C(=O)Cn1ncc2c([nH]c3ccccc32)c1=O	13	-1	4	-1	-11	0.1	.	0.7	-14
COc1ccc(NC(=S)N2CCC(NC(=O)c3ccccc3C)CC2)cc1	0	0	-6	11	16	0.3	-4	0.7	-4
CCOC(=O)c1csc(NC(=O)C(C)(C)C)n1	-7	3	.	-24	.	0.1	41*	-1.4	-6
O=C(c1cccnc1NCc1ccccc1)N1CCOCC1	12	2	3	-2	-3	0.3	-1	0.6	14
CC(C)(C)OC(=O)NCc1ccc(NC(=O)c2nc[nH]c2C(=O)N[C@@H](Cc2ccccc2)C(=O)OCc2ccccc2)cc1	3	5	7	5	.	5.4	-2	2.4	-2
Cc1ccc2sc(N(CCCN(C)C)C(=O)c3ccc(S(=O)(=O)N4CCc5ccccc5C4)cc3)nc2c1C	0	2	-2	3	-12	0.3	-6	0.0	-12
CCCCCCNC(=O)c1cc(-c2ccco2)nc2ccccc12	6	-3	-2	17	-29	0.1	3	0.4	0
CCOC(=O)c1scc(-c2ccc(C)cc2)c1S(=O)(=O)N1CCN(c2ccccc2)CC1	7	28	-5	0	.	-0.6	.	.	0
CCc1nnc(NC(=O)C2CCN(C(=O)c3ccco3)CC2)s1	-1	3	0	14	4	0.1	-6	0.1	-10
CCN(CC)CCn1c2c(c(SCC(=O)Nc3cccc(C(F)(F)F)c3)nc1=O)CCC2	0	48*	-2	.	15	0.5	.	-1.2	-4
Cc1cc(C(=O)CCC(=O)N(C)CC(=O)Nc2c(Cl)cccc2Cl)c(C)s1	-4	1	-4	5	1	0.3	-18	-0.5	-3
O=[N+]([O-])c1ccc2oc(C3CCCCC3)nc2c1	-1	1	-3	-2	-30	1.4	9	1.0	6
COc1ccc(C2C(=O)N(C3CCCCC3)CC(=O)N2C2CCCC2)cc1 (configuration not stated)	2	0	-4	21	-26	-0.6	-7	0.3	-1
